NALP1 inh: blocks the NALP1 inflammasome reconstituted in yeast | S. cerevisiae NALP1/ASC/caspase-1 growth, X-gal OD620, 72 h | inhibition, % at 10 µM | hit rate 0.61% among 280,000 | AID 2071; in the data active means inhibition mostly above about 24%, no sharp cut-off; inactive means mostly below about 32%; further: some compounds called inactive have numbers as strong as hits
GalR3 antagonist: human GalR3 antagonism | O60755 | AID 651719 | HEK293 GalR3-CNG cAMP membrane potential fluorescence; galR3 body fused to GalR1 C-terminus | hit rate 0.44% among 360,000 | inhibition, % at 3 µM;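 active means inhibition above the screen-wide average plus 3 SD, cut at about 13% in these data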;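 further: forskolin and galanin both at EC90 stimulate the cells; cAMP rise reported by CNG channel membrane potential dye signal; 0% = forskolin plus galanin with DMSO and 100% = forskolin alone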
Target sequence (O60755 1-299 limits assumed): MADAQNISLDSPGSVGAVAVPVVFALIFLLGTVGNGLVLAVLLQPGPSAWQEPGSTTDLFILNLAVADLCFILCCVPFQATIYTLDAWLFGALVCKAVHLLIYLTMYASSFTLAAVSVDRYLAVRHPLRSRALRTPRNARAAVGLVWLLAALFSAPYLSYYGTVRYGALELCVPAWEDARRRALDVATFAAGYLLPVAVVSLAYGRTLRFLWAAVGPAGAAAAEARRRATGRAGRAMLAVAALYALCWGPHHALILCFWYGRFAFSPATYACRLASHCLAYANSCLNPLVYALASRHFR
GPR7 antagonist: human neuropeptides B/W receptor 1 antagonism. GPR7-expressing cells, fluorescence antagonist assay. hit rate 1.1% among 290,000. inhibition, % at 4.4 µM. P48145; in the data active means inhibition above about 16%, passing the limit was not always enough;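 further: cells stimulated with the agonist NPW; 0% = agonist with vehicle and 100% = vehicle without agonist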
MEKK2wt PB1 HTS: raises or lowers MEK5 binding to wildtype human MEKK2 PB1 domain; Q9Y2U5; bead flow cytometry, Alexa488-MEK5 binding to MEKK2 WT; actives lie on both sides; binding response (% of control), % at 10 µM; hit rate 1.1% among 290,000; AID 1531; in the data active means binding response below about 67% or above about 130%
OXTR ag: human OXTR agonism; CHO-OTR cells, Fluo-8 calcium fluorescence; normalized: DMSO 0%, oxytocin 100%; activation, % at 3 µM; hit rate 0.32% among 320,000; P30559;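 active means activation above the mean of all tested compounds plus 3 SD, cutoff set per screening run, cut at about 20% in these data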;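 further: peak over basal fluorescence ratio from a 100 s FLIPR kinetic read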
Target sequence (P30559 whole entry, looked up): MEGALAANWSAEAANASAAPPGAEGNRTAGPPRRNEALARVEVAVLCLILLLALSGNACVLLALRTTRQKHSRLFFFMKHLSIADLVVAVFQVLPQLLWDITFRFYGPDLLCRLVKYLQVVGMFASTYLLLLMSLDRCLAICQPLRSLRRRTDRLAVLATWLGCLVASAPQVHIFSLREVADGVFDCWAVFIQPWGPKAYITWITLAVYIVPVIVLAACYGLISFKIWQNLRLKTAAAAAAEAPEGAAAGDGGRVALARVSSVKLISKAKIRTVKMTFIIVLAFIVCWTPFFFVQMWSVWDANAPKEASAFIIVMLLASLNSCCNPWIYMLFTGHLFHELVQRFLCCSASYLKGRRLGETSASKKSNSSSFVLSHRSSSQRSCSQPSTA
V1aR counter: counter-screen for oxytocin receptor agonists: human V1a receptor agonists | P37288 | CHO-V1R cells, Fluo-8 calcium fluorescence, agonist mode; 0% DMSO, 100% 3 nM vasopressin | activation, % at 3 µM | hit rate 0.25% among 320,000 | AID 2797;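 active means activation above the mean activation of all tested compounds plus 3 SD, per screening run, cut at about 20% in these data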;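 further: signal is peak over basal fluorescence ratio across a 100 second FLIPR read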
Target sequence (P37288 whole entry, looked up): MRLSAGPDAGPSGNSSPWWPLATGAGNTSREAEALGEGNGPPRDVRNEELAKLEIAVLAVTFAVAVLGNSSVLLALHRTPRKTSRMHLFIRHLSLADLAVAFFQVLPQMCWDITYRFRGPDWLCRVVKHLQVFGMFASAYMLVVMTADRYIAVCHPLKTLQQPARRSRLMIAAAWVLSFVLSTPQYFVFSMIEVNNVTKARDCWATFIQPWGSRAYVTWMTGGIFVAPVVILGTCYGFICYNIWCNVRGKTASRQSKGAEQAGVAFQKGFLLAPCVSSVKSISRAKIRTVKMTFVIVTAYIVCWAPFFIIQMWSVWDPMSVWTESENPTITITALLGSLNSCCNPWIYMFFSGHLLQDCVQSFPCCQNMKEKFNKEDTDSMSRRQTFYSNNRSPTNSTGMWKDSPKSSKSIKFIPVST
OXTR potentiator: human OXTR potentiation; hit rate 0.061% among 320,000; activation, % at 3 µM; CHO-OTR cells, Fluo-8 calcium fluorescence, potentiator mode; 0% = oxytocin EC15, 100% = EC100;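 active means activation above that plate's cutoff, the mean activation of tested compounds plus 3 SD, cut at about 6.6% in these data, passing the limit was not always enough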;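 further: 100% uses oxytocin at 75 nM as the full agonist control; some results filed as inactive read as strong as hits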
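Measured by – Fluo-8 calcium dye fluorescence · Test system – human OTR in CHO cells · Dosing – one concentration, 3.0 µM compound · Controls – EC15 oxytocin alone as 0%, 75 nM oxytocin as 100% · Evaluation – normalized max/min fluorescence ratio, % activation · Timing – 6 min pre-incubation, 100 s read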
MEKK2 mut-MEK5: signal of MEK5 binding to mutant human MEKK2 PB1 domain; hit rate 0.35% among 290,000; bead flow cytometry, Alexa488-MEK5 binding to MEKK2 mutant; percent response, % at 10 µM; AID 1530; in the data active means percent response above about 24%, passing the limit was not always enough; further: inactives centre near 1; some results filed as inactive read as strong as hits
M18AAP inhibitor: blocks P. falciparum M18 aspartyl aminopeptidase | recombinant PfM18AAP, H-Glu-NHMec fluorogenic cleavage | hit rate 1.2% among 290,000 | AID 1822 | inhibition, % at 7.35 µM;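 active means inhibition above the campaign mean inhibition over all tested compounds plus 3 SD, cut at about 28% in these data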;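 further: 0% = plate median of test compound wells and 100% = 2 mM ZnCl2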
* marks the source's active call; other numbers are inactive results; . = no result given.

SMILES	NALP1 inh	GalR3 antagonist	GPR7 antagonist	MEKK2wt PB1 HTS	OXTR ag	V1aR counter	OXTR potentiator	MEKK2 mut-MEK5	M18AAP inhibitor
CCCCOc1ccc(/C(O)=C2/C(=O)C(=O)N(Cc3cccnc3)C2c2ccncc2)c(C)c1 (stereo not drawn)	28.4	-1.4	-9.8	101.0	-2.3	-0.9	-0.1	0.0	0.9
O=C(NNC1OC(CO)C(O)C(O)C1O)c1cccc(Br)c1 (stereo not drawn)	6.0	-3.5	-1.7	92.0	-1.0	-0.9	0.1	-9.0	0.6
CC(C)C(=O)Nc1cc(S(=O)(=O)Nc2cccc(Cl)c2)ccc1Cl	28.6	-4.6	-15.7	81.0	-2.6	-1.0	-12.9	1.0	0.1
COc1cc(-c2nc(CN(C)C(C)c3ccncn3)c(C)o2)ccc1F (stereo not drawn)	-8.9	8.5	-12.2	101.0	-0.8	0.0	1.9	8.0	-1.2
Cc1ccc(S(=O)(=O)Nc2cc(C)cn(Cc3ccccc3)c2=O)cc1	-10.0	-7.1	-6.9	96.0	6.5	7.2	-8.0	0.0	4.3
Cc1c(C(=O)Nc2ccc(C(=O)O)cc2)cnn1C	4.0	-4.3	-6.3	.	0.2	-0.1	-13.1	.	0.1
O=C1COc2ccc(C(=O)CCl)cc2N1	15.4	-3.6	-16.1	90.0	0.1	0.5	4.0	-13.0	4.9
CC(=O)NC1C(Oc2ccccc2C)OC(CO)C(O)C1O (stereo not drawn)	-15.3	-2.9	-8.3	105.0	-0.1	0.5	-4.0	0.0	-2.7
Cc1ccccc1NC(=O)C(C)OC(=O)CNS(=O)(=O)c1ccc(C#N)cc1 (stereo not drawn)	.	-2.9	.	.	-1.3	-1.3	-6.5	.	.
Cc1ccc(OCC(=O)Nc2ccc(NC(=O)c3ccccc3)cc2)cc1C	8.7	-9.7	2.5	100.0	1.7	0.1	-6.1	-1.0	-5.3
CN(C(=O)CSc1nc2ccccc2c(=O)n1C)C1CCS(=O)(=O)C1 (stereo not drawn)	.	-4.6	.	.	-0.1	0.7	-3.4	.	.
COc1cccc(NC(=O)CCS(=O)(=O)c2ccc3c(c2)oc(=O)n3C)c1	-7.8	-0.1	-3.5	107.0	0.3	0.6	-5.6	3.0	-7.1
CCOc1cc([N+](=O)[O-])cc2c1C(=O)Nc1ccccc1O2	-4.3	-1.8	-10.7	88.0	3.6	5.2	-4.5	-12.0	0.8
COc1ccccc1C(=O)NNC(=O)c1ccccc1Br	7.6	-8.9	-6.8	101.0	-1.1	0.2	-1.3	2.0	3.1
Nc1ccc(C(=O)N/N=C\C=C\c2ccc([N+](=O)[O-])cc2)cc1	7.2	-4.7	-6.5	91.0	3.8	3.5	-6.5	-5.0	4.2
CC(=O)c1ccc(OCC(=O)Nc2ccc3nc(C)sc3c2)cc1	-1.3	1.6	-3.7	97.0	1.3	0.9	-1.3	-5.0	-4.3
CCOc1ccccc1CNC(=O)Cn1c(=O)oc2ccccc21	3.1	-0.3	-3.2	105.0	-0.5	-0.5	-2.1	7.0	2.7
O=C1[C@@H]2Cc3c([nH]c4ccccc34)C(c3ccccc3)N2C(=O)CN1C1CC1 (stereo partly drawn)	7.8	-10.9	-0.7	99.0	1.2	0.7	-5.7	-7.0	-2.1
Cc1ccc(S(=O)(=O)N2[C@@H](c3ccccc3)C(C(=O)O)=CC[C@H]2c2ccc3c(c2)OCO3)cc1	.	-3.1	.	.	-0.3	0.1	-9.9	.	.
CC(C)(C)n1nnnc1C(c1ccc(C#N)cc1)N1CCCC2(CCCCC2)C1 (stereo not drawn)	-0.9	-6.9	-2.0	101.0	0.0	0.5	7.3	-1.0	1.0
CCOc1ccc(N(C)S(=O)(=O)c2cc(-c3cc(C)no3)ccc2CC)cc1	-1.4	-3.3	6.5	96.0	0.1	2.2	-5.4	-3.0	-0.4
COc1ccc(C)cc1NC(=O)c1nnn(Cc2cccc(C(F)(F)F)c2)c1N	-3.1	-3.8	-9.9	83.0	0.9	0.8	-5.3	-13.0	-0.8
COc1ccc(NC(=O)c2ccc3c(c2)S(=O)(=O)c2ccccc2C3=O)cc1	.	0.1	.	106.0	1.4	0.3	-8.5	3.0	.
Cc1cccc(C(=O)OCC(=O)N2CCc3ccccc3C2)c1O	.	-3.7	.	.	-0.3	0.8	-9.0	.	.
CCN(CC(=O)NCc1cccs1)C(=O)c1ccccc1Cl	12.2	-1.4	-6.3	102.0	-0.4	0.8	-9.3	-2.0	-6.6
CN(CC(=O)Nc1cccc2ccccc12)C(=O)c1ccc(NC(=O)CC#N)cc1	.	-4.7	.	.	-0.1	0.4	-8.4	.	.
COc1ccccc1OCCOCCOc1ccccc1Cl	27.4	0.3	15.8	98.0	-3.5	-0.7	-8.6	-2.0	-3.3
COC(=O)CCC(=O)Nc1cccc2c(NC(=O)CCC(=O)OC)cccc12	.	2.1	-19.3	90.0	1.1	-1.0	-6.1	-8.0	6.0
CCOc1ccc(NS(=O)(=O)c2cc(NC(=O)c3ccc(C)cc3)ccc2Cl)cc1	.	-8.4	18.4	108.0	0.8	1.3	-2.8	0.0	-2.5
c1ccc(CSc2nnnn2-c2ccccc2)cc1	-9.4	-1.0	-8.6	90.0	-1.8	-1.3	-5.0	-6.0	-5.1
COc1nc(C#N)nc(N(C)C)n1	0.8	3.3	-8.7	94.0	0.7	1.2	-1.8	-2.0	4.1
C/C(=N\NC(=O)C1CC1)c1ccc(N2CCOCC2)cc1	0.2	-7.4	16.5*	98.0	0.0	0.5	-22.6	-1.0	6.6
Cc1ccc(C(=O)C(C)OC(=O)CCN=C2NS(=O)(=O)c3ccccc32)cc1 (stereo not drawn)	.	-6.1	.	.	9.9	8.8	-18.4	.	.
CC(=O)Cn1c(=O)c2c(nc3n2CCCN3Cc2ccccc2)n(C)c1=O	24.8	0.0	-2.4	102.0	0.4	-0.7	-7.2	0.0	-8.7
COc1ccc(Cn2nnnc2C(c2cccs2)N2CCSCC2)cc1 (stereo not drawn)	-27.2	-2.3	-1.6	85.0	-1.3	0.0	-7.0	-9.0	-0.8
Cc1c(NC(=O)CN2C(=O)c3ccccc3S2(=O)=O)c(=O)n(-c2ccccc2)n1C	20.4	0.1	-13.9	103.0	-0.2	1.0	-3.4	0.0	1.0
COc1ccc([C@@H]2CC=C(C(=O)O)[C@H](c3cccc(Cl)c3)N2S(=O)(=O)c2ccc(Cl)cc2)cc1	.	-3.9	.	.	-1.9	-0.4	-22.2	.	.
O=C(O)CSC1c2ccccc2C(=O)N1c1ccccc1 (stereo not drawn)	41.3	6.8	-11.3	106.0	0.7	0.8	-4.5	1.0	-11.2
COc1ccc(Nc2nnc(-c3ccc(N4CCOCC4)c([N+](=O)[O-])c3)c3ccccc23)cc1	-1.5	-5.9	3.9	98.0	.	.	.	2.0	-1.1
COc1ccc(S(=O)(=O)N2CCCCCC2)cc1C(=O)N(C)Cc1ccco1	.	0.3	.	.	0.1	-0.1	-6.5	.	.
O=C1NC(=O)C2(COC3(CCCC3)OC2)S1	3.3	-6.6	2.2	85.0	0.3	0.0	-9.3	-10.0	-4.2
CCOC(=O)c1ccc(NC(=O)NCc2ccccc2)cc1	19.2	3.8	-2.0	96.0	-1.0	2.3	-1.3	-1.0	4.6
CC(C)OC(=O)c1ccc(NC(=O)Cn2c(-c3nonc3N)nc3ccccc32)cc1	9.7	-6.2	9.3	102.0	-0.6	0.9	-14.3	12.0	5.8
COc1cc(C2c3cc4c(cc3C(OC3OC5COC(c6cccs6)OC5C(O)C3O)C3COC(=O)C23)OCO4)cc(OC)c1O (stereo not drawn)	.	-2.3	-4.5	96.0	13.8	17.0	-10.8	-19.0	8.8
CCN(CC(=O)NC1CCS(=O)(=O)C1)S(=O)(=O)c1ccc(Cl)cc1C(F)(F)F (stereo not drawn)	.	2.1	.	.	0.1	0.4	-9.3	.	.
CC(=O)Nc1ccc(NC(=O)C2c3ccccc3Oc3ccccc32)cc1	18.7	5.0	-5.6	93.0	1.5	2.4	-0.9	-2.0	4.2
CC(C)N(CC(N)=O)c1ncnc2sc(-c3ccccc3)cc12	-1.3	-4.8	-9.2	99.0	-0.8	0.0	3.9	6.0	7.8
CC(C)(C)c1csc(N/N=C/c2ccc(O)cc2)n1	2.8	-9.5	-6.4	108.0	1.7	0.6	-16.8	1.0	6.7
Cc1ccc(S(=O)(=O)N2CCN(C(=O)CC(C)(C)C)CC2)cc1	7.0	-3.4	-7.8	100.0	0.7	1.5	0.1	-2.0	1.1
CCN1CCN(C(=O)c2ccc(CN(c3ccccc3)S(=O)(=O)c3ccccc3)cc2)CC1	13.2	-2.7	-11.1	97.0	0.8	1.0	-3.1	-2.0	-5.6
Next structures.
SMILES	NALP1 inh	GalR3 antagonist	GPR7 antagonist	MEKK2wt PB1 HTS	OXTR ag	V1aR counter	OXTR potentiator	MEKK2 mut-MEK5	M18AAP inhibitor
CC1CCN(c2ccc(-c3ccc(NC(=O)C(F)(F)F)cc3)nn2)CC1	15.2	.	0.5	96.0	-1.1	-0.1	-0.5	6.0	8.5
Cn1c2c(c(=O)n(C)c1=O)C(c1ccc(O)cc1)Nc1ccccc1O2 (stereo not drawn)	5.7	0.2	1.4	.	1.4	0.1	-0.6	.	2.7
CCc1sc(C(=O)Nc2ccc(F)cc2C)cc1C	33.8	3.2	-6.5	108.0	-2.2	-1.0	8.3	4.0	1.2
Cc1ccc(Sc2ccc(C(=O)NC(C)C)cc2[N+](=O)[O-])cc1	2.1	0.2	-2.2	111.0	-2.0	0.2	-5.6	8.0	2.4
C/C(=N\NC(=O)c1nnn(-c2nonc2N)c1CSc1ccc(Cl)cc1)c1cccnc1	16.4	-7.7	-7.4	97.0	2.5	3.4	-11.2	-4.0	9.6
CCCNC(=O)OC[C@H]1O[C@H](CCO/N=C/[C@@H](OC)[C@H](C)/C=C/CC(=O)OC)C=C[C@@H]1Oc1ccc(OC)cc1	22.8	.	6.0	97.0	-1.3	0.6	-7.0	-5.0	6.3
Cc1cc(C)c(OCC(=O)NCC2CCCO2)c(C)c1 (stereo not drawn)	-3.5	-4.8	-4.1	93.0	0.9	2.5	-4.2	-14.0	-1.7
CC(=O)N1CCN(CC(=O)c2ccc(Br)cc2)CC1	35.6	-0.8	-8.4	99.0	0.0	-0.6	-3.8	-2.0	-4.5
Cn1c(N)c(C(=O)COC(=O)c2ccccc2C(F)(F)F)c(=O)n(C)c1=O	.	4.2	.	.	4.8	2.2	-6.3	.	.
Cc1ccc2[nH]c(=O)c(CN(CC3COCCO3)C(=O)Nc3ccccc3F)cc2c1 (stereo not drawn)	6.9	-3.5	-1.5	81.0	-0.7	-0.7	-2.9	-13.0	0.1
O=c1nc(-c2ccccc2)c(-c2ccccc2)n[nH]1	6.2	-11.1	10.8	97.0	.	.	.	0.0	-5.7

Compound profiles (already shown). Values in the order: NALP1 inh	GalR3 antagonist	GPR7 antagonist	MEKK2wt PB1 HTS	OXTR ag	V1aR counter	OXTR potentiator	MEKK2 mut-MEK5	M18AAP inhibitor
O=C(NNC1OC(CO)C(O)C(O)C1O)c1cccc(Br)c1 (stereo not drawn) reads 6.0	-3.5	-1.7	92.0	-1.0	-0.9	0.1	-9.0	0.6
Cc1ccc(Sc2ccc(C(=O)NC(C)C)cc2[N+](=O)[O-])cc1 reads 2.1	0.2	-2.2	111.0	-2.0	0.2	-5.6	8.0	2.4
O=C(O)CSC1c2ccccc2C(=O)N1c1ccccc1 (stereo not drawn) reads 41.3	6.8	-11.3	106.0	0.7	0.8	-4.5	1.0	-11.2

From PubChem
